Screens (PubChem BioAssay)
S3 lipid droplet: qHTS Assay for Lipid Storage Modulators in Drosophila S3 Cells; Drosophila S3 cells, BODIPY lipid droplet fluorescence, 18-24 h; cells fed with added oleic acid; lipid storage change, negative = inhibition, % at the top dose, mostly 46.1 µM; hits show Potency in µM; hit rate 0.64% among 320,000; active = well fitted inhibition curve with a large enough effect in the signal ratio, with a control signal flat, not every such curve was filed as active; inconclusive = small, poorly fitted or top-dose-only effect, or effect the other way, or a change in a side signal; the % refers to the signal ratio
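Drosophila S3 cells got compounds at several concentrations plus oleic acid (400 uM solution). Laser-scanning cytometry with 488 nm excitation read lipid droplets at 500-530 nm and cells at 575-640 nm. Percent activity was relative to 20 uM Triacsin C.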
S3 lipid droplet cell count max: second read-out of S3 lipid droplet, no call of its own (marks repeat the call); cell number change, %; measured here: cell count max response;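 cells counted by Cell Tracker Red CMTPX staining in the red channel; peak over a dose series mostly up to 46.1 µM; percent activity relative to internal control wells on each plate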
An asterisk follows results filed as active; [ ] = remark or other dose. % is set by controls: 0 for no effect and ±100 for the full control effect; potency is the fitted concentration of half-maximal effect. An excerpt; count on the stated rates, not on these rows.

A first look (6 entries):
Cc1nn(C)cc1C1C2=C(CC(C)(C)CC2=O)N(c2ccccc2)C2=C1C(=O)CC(C)(C)C2 was read as S3 lipid droplet inconclusive.
`COc1ccc(N2CCN(c3nc(NC(C)(C)C)nc(N4CCCCC4)n3)CC2)cc1` gave S3 lipid droplet inconclusive.
Cc1cc(C)c(NC(=S)N(CCCN2CCN(C)CC2)Cc2cccs2)c(C)c1 was read as S3 lipid droplet 1% and S3 lipid droplet cell count max 6.
For CC(C)OC(=O)Cn1nc(C(F)(F)F)c2c1CCCC2 the results were S3 lipid droplet -23%[9.22 µM] and S3 lipid droplet cell count max 0.
CSc1ncc(-c2ccc(Cl)cc2)[nH]1 was read as S3 lipid droplet 1% and S3 lipid droplet cell count max -8.
Screening CCC(NC(=O)c1ccccc1NC(=O)c1ccc(C)cc1)C(=O)O (stereo unspecified) returned S3 lipid droplet 24% and S3 lipid droplet cell count max -3.

The whole of this part (from the top)
Cc1nn(C)cc1C1C2=C(CC(C)(C)CC2=O)N(c2ccccc2)C2=C1C(=O)CC(C)(C)C2 was read as S3 lipid droplet inconclusive.
`COc1ccc(N2CCN(c3nc(NC(C)(C)C)nc(N4CCCCC4)n3)CC2)cc1` gave S3 lipid droplet inconclusive.
Cc1cc(C)c(NC(=S)N(CCCN2CCN(C)CC2)Cc2cccs2)c(C)c1 was read as S3 lipid droplet 1% and S3 lipid droplet cell count max 6.
For CC(C)OC(=O)Cn1nc(C(F)(F)F)c2c1CCCC2 the results were S3 lipid droplet -23%[9.22 µM] and S3 lipid droplet cell count max 0.
CSc1ncc(-c2ccc(Cl)cc2)[nH]1 was read as S3 lipid droplet 1% and S3 lipid droplet cell count max -8.
Screening CCC(NC(=O)c1ccccc1NC(=O)c1ccc(C)cc1)C(=O)O (stereo unspecified) returned S3 lipid droplet 24% and S3 lipid droplet cell count max -3.
COc1ccc(C(=O)Nc2cc3c(cc2Cl)OCCCO3)cc1 was read as S3 lipid droplet inactive.
Screening CCOc1ccccc1N(CC(=O)O)S(=O)(=O)c1ccccc1 returned S3 lipid droplet inactive and S3 lipid droplet cell count max 1.
For Cn1c(CNC(=O)C(C)(C)C)nc2ccccc21 the results were S3 lipid droplet inconclusive.
`CN(C)c1ccc(CNC(=O)CN2C(=O)COc3ccc(S(=O)(=O)N4CCCC4)cc32)cc1` gave S3 lipid droplet inactive and S3 lipid droplet cell count max 11.
`COc1ccc([C@H]2CC(=O)C=C(c3ccc4ccn(C)c4c3)C2)cc1` gave S3 lipid droplet inconclusive.
COc1ccccc1N1CCN(CCCOc2ccc(F)cc2)CC1 was read as S3 lipid droplet inconclusive.
`S=C(NCC1CC1)N/N=C/c1ccccc1Cl` gave S3 lipid droplet inconclusive.
CCOC(=O)c1cc2sccc2n1CC(=O)c1ccc2c(c1)OCCO2 was read as S3 lipid droplet 16% and S3 lipid droplet cell count max -14.
`CC1(c2ccccc2)NC(=O)N(CC(=O)N2CCN(S(=O)(=O)c3ccccc3[N+](=O)[O-])CC2)C1=O` (stereo unspecified) gave S3 lipid droplet 0% and S3 lipid droplet cell count max -14.
NC(=O)CNC(=O)C1CCN(S(=O)(=O)c2ccc(-n3cnnn3)cc2)CC1 was read as S3 lipid droplet inconclusive.
Screening C/C(=N\NC(=O)COc1ccccc1)c1cccs1 returned S3 lipid droplet inconclusive.
Screening CCOc1cc(C#N)c(NC(=O)CSc2nnnn2-c2ccc(OC)cc2)cc1OCC returned S3 lipid droplet -2% and S3 lipid droplet cell count max -2.
Screening O=C(CNC(=O)C12CC3CC(CC(C3)C1)C2)NCc1ccccc1 returned S3 lipid droplet 19% and S3 lipid droplet cell count max -5.
Screening CCCN(CC(=O)Nc1ccccc1C)C(=O)c1ccc2c(c1)OCO2 returned S3 lipid droplet inconclusive.
For COC(=O)c1ccc(C2C(C(=O)c3ccco3)=C(O)C(=O)N2CC2CCCO2)cc1 (stereo unspecified) the results were S3 lipid droplet inconclusive.
Screening COc1ccccc1OCC(=O)Nc1cc(Cl)ccc1N1CCCCC1 returned S3 lipid droplet inconclusive.
`CN=c1scc(-c2ccco2)n1/N=C/c1ccc(O)c(O)c1` gave S3 lipid droplet -8% and S3 lipid droplet cell count max -23.
O=C(Cc1cccc2ccccc12)NC(NC(=S)Nc1ccccc1Cl)C(Cl)(Cl)Cl (stereo unspecified) was read as S3 lipid droplet inconclusive.
For CC(=O)Nc1ccc(S(=O)(=O)Nc2nc(C)nc3sc4c(c23)CCC4)cc1 the results were S3 lipid droplet -14% and S3 lipid droplet cell count max 10.
`COc1ccc(N(CC(=O)N2CCCC(C)C2)S(=O)(=O)c2c(C)nn(C)c2C)cc1` (stereo unspecified) gave S3 lipid droplet inconclusive.
Screening Cc1ccc(S(=O)(=O)NNC(=O)CCC(=O)Nc2ccccc2Cl)cc1 returned S3 lipid droplet inconclusive.
N/C(=N\OC(=O)COc1cc(Cl)c(Cl)cc1Cl)c1ccncc1 was read as S3 lipid droplet inconclusive.
Screening Cc1ccc(Cn2ncc3c(N4CCN(c5ccccc5C)CC4)ncnc32)cc1 returned S3 lipid droplet inconclusive.
Screening CCCN1CCC(NC(=O)Cc2ccc(C)cc2)CC1 returned S3 lipid droplet inactive and S3 lipid droplet cell count max -3.
`O=C(CSc1ccc2nnc(-c3ccncc3)n2n1)Nc1ccc2c(c1)OCCO2` gave S3 lipid droplet inconclusive.
`O=C(CCN1CCCO1)N1CCCC(N2CCN(c3cccc(C(F)(F)F)c3)CC2)C1` (stereo unspecified) gave S3 lipid droplet inactive and S3 lipid droplet cell count max -18.
Screening Cc1cc(C(=O)CSc2nn3c(=O)c(C(C)(C)C)nnc3s2)c(C)n1C1CC1 returned S3 lipid droplet inactive.
For CCCCCC(=O)N(CN1C(=O)CCC1=O)c1ccccc1 the results were S3 lipid droplet 20%.
COc1cccc(C2(c3cccc(OC)c3)CC2C(=O)Nc2ccccc2Cl)c1 (stereo unspecified) was read as S3 lipid droplet inconclusive.
Screening O=C(NNC(=O)C1CCN(S(=O)(=O)c2c(Cl)cccc2Cl)CC1)c1ccccc1O returned S3 lipid droplet inconclusive.
Screening O=C1C2C(C(=O)N1CC1CCCO1)C1C=CC2C12CC2 (stereo unspecified) returned S3 lipid droplet inconclusive.
For O=C(CSc1nnc(-c2ccc(C(F)(F)F)cn2)o1)Nc1ccccc1Cl the results were S3 lipid droplet 1% and S3 lipid droplet cell count max 2.
Screening Cc1ccc(S(=O)(=O)N2CCN3CCCC3C2)cc1 (stereo unspecified) returned S3 lipid droplet inactive and S3 lipid droplet cell count max -19.
COc1ccc(S(=O)(=O)NCCS(=O)(=O)N2CCN(c3ccccc3)CC2)cc1 was read as S3 lipid droplet inconclusive.
`CCc1cccc(NC(=O)C2CCCN2C(=O)Nc2ccc(C)cc2)c1` (stereo unspecified) gave S3 lipid droplet inconclusive.
For CCOC(=O)Cc1c(C)nc2c(-c3ccccc3)c(C)nn2c1C the results were S3 lipid droplet 0% and S3 lipid droplet cell count max -2.
`COc1ccc(NC(=O)C(C)Sc2ccccc2)cc1` (stereo unspecified) gave S3 lipid droplet inconclusive.
For Cc1ccccc1OCC(=O)NCC(=O)OCC(=O)c1ccc2ccccc2c1 the results were S3 lipid droplet 5% and S3 lipid droplet cell count max -4.
For Cc1nc2c(c(=O)c3ccccc3n2C)c(=O)n1-c1ccc(F)cc1 the results were S3 lipid droplet 6% and S3 lipid droplet cell count max 3.
`COc1cc(C(F)(F)F)ccc1C(=O)NCCc1ccco1` gave S3 lipid droplet inconclusive.
O=C(NCc1cccc(Cl)c1)c1ccc(CS(=O)Cc2ccccc2Cl)o1 (stereo unspecified) was read as S3 lipid droplet inconclusive.
`CSc1c(-c2ccccc2)nc2ccccc2c1C(=O)O` gave S3 lipid droplet -3% and S3 lipid droplet cell count max 16.

Retrieved by structure from the entries so far (2):
`COc1cc(C(F)(F)F)ccc1C(=O)NCCc1ccco1` gave S3 lipid droplet inconclusive.
COc1ccc(S(=O)(=O)NCCS(=O)(=O)N2CCN(c3ccccc3)CC2)cc1 was read as S3 lipid droplet inconclusive.

Following part
`CCCCCOc1ccc(Br)cc1CSC(=N)N` gave S3 lipid droplet inconclusive.
Screening COc1ccc([N+](=O)[O-])cc1NC(=O)N(C)Cc1ccco1 returned S3 lipid droplet inconclusive.
`CCN1C/C(=C/c2cccs2)c2nc3ccccc3c(C(=O)O)c2C1` gave S3 lipid droplet 0% and S3 lipid droplet cell count max 16.
Screening Cc1ccc(NC2=NCC(=O)N2Cc2cccs2)cc1C returned S3 lipid droplet inconclusive.
For COc1ccccc1NC(=O)c1oc2ccc(C)cc2c1C the results were S3 lipid droplet inconclusive.
For O=C(CCCN1C(=O)[C@H]2CC=CC[C@H]2C1=O)NCc1nc(-c2ccc(Cl)cc2)no1 the results were S3 lipid droplet inconclusive.
Cc1cc(S(=O)(=O)NC2CCCCC2)ccc1OCC(=O)NCc1cccnc1 was read as S3 lipid droplet inconclusive.
For CC1(C)Cc2nc3sc4c(=O)[nH]cnc4c3cc2CS1 the results were S3 lipid droplet inconclusive.
`COc1ccc(-c2cn3c(n2)CCC3)cc1` gave S3 lipid droplet inconclusive.
For COC(=O)c1cccc(N2CCCC2=O)c1 the results were S3 lipid droplet -8% and S3 lipid droplet cell count max 11.
Screening CN(C)S(=O)(=O)c1ccc(N2CCCC2)c(C(=O)N2CCN(S(=O)(=O)c3ccccc3F)CC2)c1 returned S3 lipid droplet inconclusive.
Screening CCOC(=O)N1CCN(C(=O)CN(Cc2ccccc2)S(C)(=O)=O)CC1 returned S3 lipid droplet 18% and S3 lipid droplet cell count max 8.
Screening Cc1cc(C)cc(NC(=O)CSc2nnc(-c3ccncc3)o2)c1 returned S3 lipid droplet 8% and S3 lipid droplet cell count max 12.
`CC(C)(C)c1ccc(S(=O)(=O)NNC(=O)c2cc3ccccc3[nH]2)cc1` gave S3 lipid droplet inconclusive.
Screening O=C(COC(=O)Cc1c(Cl)cccc1Cl)NCC1CCCO1 (stereo unspecified) returned S3 lipid droplet -19%[9.22 µM] and S3 lipid droplet cell count max -20.
For CCc1cc(C(=O)N2CCOCC2)c(NC2=NS(=O)(=O)c3ccccc32)s1 the results were S3 lipid droplet 6% and S3 lipid droplet cell count max 0.
CCCC1=C(C(=O)OCC)C(/C=C/c2ccccc2)n2ncnc2N1 (stereo unspecified) was read as S3 lipid droplet inconclusive.
Screening COc1ccccc1CN1CCNC(=O)C1CC(=O)O (stereo unspecified) returned S3 lipid droplet inconclusive.
O=C(CCn1ccc([N+](=O)[O-])n1)Nc1nccs1 was read as S3 lipid droplet 1% and S3 lipid droplet cell count max -9.
`CCOC(=O)C1=C(CSc2nc(C)cc(C)c2C#N)OC(N)=C(C#N)C1c1ccccc1` (stereo unspecified) gave S3 lipid droplet inconclusive.
`Cc1ccc(NC(=O)C2CCCO2)cc1[N+](=O)[O-]` (stereo unspecified) gave S3 lipid droplet 11% and S3 lipid droplet cell count max -3.
`CC(=O)Nc1ccc(NC(=O)CSc2ccc(-c3sc(C)nc3C)nn2)cc1` gave S3 lipid droplet inactive and S3 lipid droplet cell count max 11.
COc1cccc2cc(C(=O)Nc3cccnc3N3CCOCC3)c(=O)oc12 was read as S3 lipid droplet inactive.
`COc1ccc(C(=O)N2CC3(CC(c4cccc(NC(=O)COc5ccc(Cl)cc5)c4)=NO3)C[C@@H]2C(N)=O)cc1` (stereo partly specified) gave S3 lipid droplet inconclusive.
For COc1ccc(C)cc1Nc1n[n+](C)c(-c2c3ccccc3cc3ccccc23)s1 the results were S3 lipid droplet inconclusive.
For COc1ccc(OCC(=O)Nc2ccc(N3CCCCC3)cc2)cc1 the results were S3 lipid droplet 18% and S3 lipid droplet cell count max -2.
Screening NC(=O)CNC(=O)c1ccc(Cl)cc1 returned S3 lipid droplet -4% and S3 lipid droplet cell count max 4.
For COc1ccc(NC(=O)CN(C)CC(=O)Nc2ccccc2SC)cc1 the results were S3 lipid droplet 12% and S3 lipid droplet cell count max 0.
COc1ccc(NC(=O)CSc2ccc(-c3sc(C)nc3C)nn2)cc1OC was read as S3 lipid droplet inconclusive.
Screening COc1ccc(-c2nnn(CC(=O)N(CC(=O)NCCC(C)C)c3ccccc3)n2)cc1OC returned S3 lipid droplet inconclusive.
O=C(O)C1CC(=O)N(C2CCCCCC2)C1 (stereo unspecified) was read as S3 lipid droplet -15% and S3 lipid droplet cell count max 3.
Screening COc1ccc(/C=C/CN2CCC(n3nccc3NC(=O)C3CCCC3)CC2)cc1 returned S3 lipid droplet inconclusive.
Cc1ccc(C(=O)Nc2nc(C)c(C(=O)Nc3ccc4c(c3)CCC4)s2)cc1 was read as S3 lipid droplet inconclusive.
For COc1cccc(NC(=O)COc2ccc(S(=O)(=O)NC(C)C)cc2)c1 the results were S3 lipid droplet 6% and S3 lipid droplet cell count max -2.
COC(=O)C1C(c2ccccc2)C=CC(c2ccccc2)C1C(=O)O (stereo unspecified) was read as S3 lipid droplet inconclusive.
Screening CCOc1ccccc1C1C(C(=O)OC)=C(N)OC2=C1C(=O)CCC2 (stereo unspecified) returned S3 lipid droplet inconclusive.
CCN(CC)CCn1c(=N)n(CC(O)c2ccco2)c2ccccc21 (stereo unspecified) was read as S3 lipid droplet -1% and S3 lipid droplet cell count max 7.
Cc1ccc(CN(c2ccc(C(=O)NCc3ccccn3)cc2)S(C)(=O)=O)cc1 was read as S3 lipid droplet inconclusive.
O=C(CCn1c(=S)[nH]c2cc3c(cc2c1=O)OCO3)NCc1cccc(Cl)c1 was read as S3 lipid droplet inconclusive.

Among those listed so far, 2 contain a cyano group:
Screening CCOc1cc(C#N)c(NC(=O)CSc2nnnn2-c2ccc(OC)cc2)cc1OCC returned S3 lipid droplet -2% and S3 lipid droplet cell count max -2.
`CCOC(=O)C1=C(CSc2nc(C)cc(C)c2C#N)OC(N)=C(C#N)C1c1ccccc1` (stereo unspecified) gave S3 lipid droplet inconclusive.
